GPR151 activ = human GPR151 activation; Q8TDV0; 650,000 compounds, 1% hits; activation, % at 11.2 µM; PathHunter beta-arrestin GPR151 cells, luminescence; in the data active = activation above about 4.9%;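 also: 0% = median of compound wells and 100% = cells with positive control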
Target sequence (Q8TDV0 whole entry, looked up): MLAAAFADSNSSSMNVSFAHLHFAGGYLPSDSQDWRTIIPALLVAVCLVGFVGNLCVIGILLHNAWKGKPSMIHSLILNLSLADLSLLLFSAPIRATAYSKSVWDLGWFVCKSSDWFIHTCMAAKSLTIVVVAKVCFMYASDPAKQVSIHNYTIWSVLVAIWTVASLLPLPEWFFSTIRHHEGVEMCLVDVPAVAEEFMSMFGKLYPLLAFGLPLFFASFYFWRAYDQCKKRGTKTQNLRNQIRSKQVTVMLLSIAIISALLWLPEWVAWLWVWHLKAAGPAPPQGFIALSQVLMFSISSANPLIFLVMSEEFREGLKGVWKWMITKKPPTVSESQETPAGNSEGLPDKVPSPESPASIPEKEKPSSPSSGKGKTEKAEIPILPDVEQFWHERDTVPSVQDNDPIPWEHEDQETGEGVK
TEAD-YAP block = TEAD-YAP interaction inhibition | HEK-TIYL cells, TEAD-Gal4/YAP UAS-luciferase luminescence | inhibition, % at 9.12 µM | 640,000 compounds, 1.4% hits | AID 1259422; in the data active = inhibition above about 32%;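 also: 0% = median of test compound wells and 100% = reference inhibitor wells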
MITF primary = inhibitors of human MITF; AlphaScreen MITF homodimerization, bead proximity signal; inhibition, % at 2.6 µM; 650,000 compounds, 0.91% hits; O75030; in the data active = inhibition above about 50%;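 also: 0% = vehicle wells with protein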
Target sequence (O75030 whole entry, looked up): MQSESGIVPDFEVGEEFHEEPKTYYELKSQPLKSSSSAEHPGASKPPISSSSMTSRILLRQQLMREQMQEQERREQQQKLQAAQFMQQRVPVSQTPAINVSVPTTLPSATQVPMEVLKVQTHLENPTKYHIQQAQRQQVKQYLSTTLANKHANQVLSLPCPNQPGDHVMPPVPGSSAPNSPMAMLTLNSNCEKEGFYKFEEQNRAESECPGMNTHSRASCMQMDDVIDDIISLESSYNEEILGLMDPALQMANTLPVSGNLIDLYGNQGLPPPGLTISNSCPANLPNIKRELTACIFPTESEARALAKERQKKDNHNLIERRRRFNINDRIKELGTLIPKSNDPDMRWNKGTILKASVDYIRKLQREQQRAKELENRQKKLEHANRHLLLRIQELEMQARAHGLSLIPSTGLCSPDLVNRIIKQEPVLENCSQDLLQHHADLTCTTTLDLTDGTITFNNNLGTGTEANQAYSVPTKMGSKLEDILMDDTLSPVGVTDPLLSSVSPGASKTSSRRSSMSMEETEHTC
FBW7 activator = activators of human E3 ligase FBW7 | Q969H0 | AlphaScreen FBW7–phospho-cyclin E peptide binding, activator screen | normalized activity (activation), % at 26.1 µM | 650,000 compounds, 0.13% hits | AID 1259310; in the data active = normalized activity above about 1.9%;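 also: purified mutant Fbw7 with reduced substrate affinity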
* hit, by the source's call.

For CCCc1c(C)c(C#N)c2nc3ccccc3n2c1NCc1cccnc1 the results were GPR151 activ 1.5, TEAD-YAP block 7, MITF primary 4 and FBW7 activator 0.1.
For O=C(Cn1c2c(c3ccccc31)CCC2)NCCCn1ccnc1 the results were GPR151 activ 0.4, TEAD-YAP block -6, MITF primary 11 and FBW7 activator -0.3.
For CC(C)CNC(=O)C1CCCN1S(=O)(=O)c1ccc(Cl)cc1 (stereo unspecified) the results were GPR151 activ -0.5, TEAD-YAP block 6, MITF primary -3 and FBW7 activator 0.3.
O=C(C1CC12CCN(Cc1c[nH]c3ccccc13)CC2)N1CCN(c2ccccc2)CC1 (stereo unspecified) was read as GPR151 activ 0.1, TEAD-YAP block 0, MITF primary -11 and FBW7 activator 0.0.
COc1cc(NC(=O)c2ccc(C(=O)Nc3cc(OC)c(Cl)cc3OC)cc2)c(OC)cc1Cl was read as GPR151 activ -0.9, TEAD-YAP block 7, MITF primary 11 and FBW7 activator 0.3.
Cc1ccc2cc3c(nc2n1)CCN(S(=O)(=O)c1cccs1)C3 was read as GPR151 activ -1.2, TEAD-YAP block -22, MITF primary -3 and FBW7 activator 0.0.
N#CC1(C#N)[C@@H]2c3ccccc3C=CN2[C@@H](C(=O)C23CC4CC(CC(C4)C2)C3)[C@@H]1c1ccccc1I was read as GPR151 activ -0.7, TEAD-YAP block 5, MITF primary -1 and FBW7 activator -0.1.
Screening CC(NC(=O)CN(Cc1ccc(Br)cc1)S(=O)(=O)c1ccccc1)c1ccccc1 (stereo unspecified) returned GPR151 activ -0.7, TEAD-YAP block 4, MITF primary 4 and FBW7 activator 0.1.
`Cc1ccccc1C1(CC(=O)N(C)C(C)c2nccs2)CC(=O)N(C2CC2)C1=O` (stereo unspecified) gave GPR151 activ 0.1, TEAD-YAP block -7, MITF primary -4 and FBW7 activator -0.1.
Cc1cccc(-c2noc(CNC(=O)N3CCOCC3)n2)c1 was read as GPR151 activ 1.0, TEAD-YAP block 10, MITF primary 8 and FBW7 activator 0.6.
CCOc1ccc(NC(=O)Cn2nnc(-c3ccc(N)cc3)n2)cc1 was read as GPR151 activ -1.2, TEAD-YAP block 4, MITF primary 10 and FBW7 activator 0.0.
Screening CCOC(=O)C(CC)Sc1ccc2nnc(-c3cccnc3)n2n1 (stereo unspecified) returned GPR151 activ -0.9, TEAD-YAP block -5, MITF primary 2 and FBW7 activator 0.4.
NC(=O)C1CCN(C(=O)c2ncoc2-c2ccccc2Cl)CC1 was read as GPR151 activ -0.1, TEAD-YAP block 2, MITF primary 11 and FBW7 activator 0.3.
Screening COc1ccc(NC(=O)C(c2cc3c(cc2[N+](=O)[O-])OCO3)N2CCOCC2)cc1 (stereo unspecified) returned GPR151 activ -1.0, TEAD-YAP block -10, MITF primary 3 and FBW7 activator 0.0.
Screening CC(C)OCCCNC(=O)CC1C(=O)NCCN1C (stereo unspecified) returned GPR151 activ 5.8*, TEAD-YAP block 1, MITF primary -1 and FBW7 activator -0.1.
Cc1sc2nc(C)n(CC(=O)Nc3ccc(F)c(Cl)c3)c(=O)c2c1C was read as GPR151 activ -1.4, TEAD-YAP block -8, MITF primary 9 and FBW7 activator 0.0.
For Cn1c(NC(=O)CCC2CCCCC2)cc(=O)n(C)c1=O the results were GPR151 activ 2.9, TEAD-YAP block -94, MITF primary -2 and FBW7 activator -0.1.
For O=C(CSc1ncnc2ccccc12)Nc1ccc(S(=O)(=O)N2CCCCC2)cc1 the results were GPR151 activ -0.2, TEAD-YAP block 4, MITF primary -17 and FBW7 activator -0.1.
`CCOC(=O)N1CCN(Cn2nc(COc3ccc(C)c(C)c3)n(C)c2=S)CC1` gave GPR151 activ 3.1, TEAD-YAP block -6, MITF primary 9 and FBW7 activator -0.2.
For CC(C)c1nnc(NC(=O)c2c(O)c3cccc4c3n(c2=O)CCC4)s1 the results were GPR151 activ -1.2, TEAD-YAP block -2, MITF primary 3 and FBW7 activator -0.1.
For O=C(Nc1cc(C(F)(F)F)ccc1N1CCOCC1)C(Cl)(Cl)Cl the results were GPR151 activ -0.2, TEAD-YAP block -7, MITF primary -6 and FBW7 activator -0.4.
For O=C(CCN1CCC(c2ccccc2)C1)c1cccc2ccccc12 (stereo unspecified) the results were GPR151 activ 1.8, TEAD-YAP block 3, MITF primary 8 and FBW7 activator -0.1.
Screening CSc1nnc(CNC(=O)C23CC4CC(CC(C4)C2)C3)n1-c1ccccc1 returned GPR151 activ 1.8, TEAD-YAP block -6, MITF primary -1 and FBW7 activator 0.3.
O=c1oc(-c2ccccc2O)nc2ccccc12 was read as GPR151 activ -7.4, TEAD-YAP block -26, MITF primary 8 and FBW7 activator 0.0.
CCn1c(C)nc2cc(C(=O)N/N=C(\C)c3ccccc3O)ccc21 was read as GPR151 activ -1.5, TEAD-YAP block -41, MITF primary 3 and FBW7 activator 0.0.
CCN(Cc1ccco1)C(=O)Cn1nc2n(CC)c3ccccc3n2c1=O was read as GPR151 activ 2.6, TEAD-YAP block -3, MITF primary -1 and FBW7 activator -0.3.
COC(=O)C1=C(C)NC(=O)C1(NC(=O)c1ccc(F)cc1)C(F)(F)F (stereo unspecified) was read as GPR151 activ 0.7, TEAD-YAP block -5, MITF primary 6 and FBW7 activator -0.1.
O=C1CCCN1CCCNc1nc(-c2csc3ccccc23)nc2c1ncn2C1CCCCC1 was read as GPR151 activ -0.9, TEAD-YAP block 7, MITF primary 18 and FBW7 activator 0.2.
CCOC(=O)c1c(C)oc2cc(Br)c(OCC#N)cc12 was read as GPR151 activ -1.2, TEAD-YAP block 1, MITF primary 9 and FBW7 activator 1.0.
For C/C(CC(=O)Nc1ccc(N(C)C)cc1)=N\NC(=O)C(=O)NC1CCCCC1 the results were GPR151 activ -0.9, TEAD-YAP block 5, MITF primary 8 and FBW7 activator 0.0.
CCN(CC)CCOC(=O)c1ccc(NC(=O)CCn2c(=O)oc3ccccc32)cc1 was read as GPR151 activ -0.5, TEAD-YAP block 3, MITF primary 1 and FBW7 activator 0.1.
Screening CCOC(=O)C1=C(C)N=c2s/c(=C\c3ccc(OC(C)=O)c(OC)c3)c(=O)n2C1c1cccc([N+](=O)[O-])c1 (stereo unspecified) returned GPR151 activ -0.7, TEAD-YAP block -1, MITF primary -4 and FBW7 activator 0.1.
For CC(=O)c1cccc(Nc2ncnc3c2cnn3-c2cccc(C)c2)c1 the results were GPR151 activ 0.6, TEAD-YAP block 1, MITF primary -8 and FBW7 activator 0.1.
For CCOc1ccccc1C(=O)Nc1ccc(F)cc1F the results were GPR151 activ -1.5, TEAD-YAP block 1, MITF primary -8 and FBW7 activator 0.7.
For COc1ccccc1N1CCN(S(=O)(=O)c2ccc(F)c(C(=O)Nc3cc(C(F)(F)F)ccc3Cl)c2)CC1 the results were GPR151 activ 0.7, TEAD-YAP block -13, MITF primary 0 and FBW7 activator -0.1.
CC1=C(C(=O)c2ccccc2)C(c2cccc(F)c2)NC(=O)N1 (stereo unspecified) was read as GPR151 activ -0.8, TEAD-YAP block -2, MITF primary 13 and FBW7 activator 0.3.
For CC(C)[C@H]1NC(=O)[C@H]2CN(C(=O)c3ccc(C(F)(F)F)cc3)CCN2C1=O the results were GPR151 activ -1.3, TEAD-YAP block -1, MITF primary 33 and FBW7 activator 0.1.
Cc1nn(Cc2ccccc2)c(Cl)c1/C=C/C(=O)OCC(=O)N1CCCC1=O was read as GPR151 activ 0.5, TEAD-YAP block -3, MITF primary -8 and FBW7 activator -0.1.
Screening CCOC(=O)c1[nH]c(C)c(CC)c1CC returned GPR151 activ 0.3, TEAD-YAP block -13, MITF primary 7 and FBW7 activator 0.2.
Screening O=C(Cc1ccccc1)N/N=C/c1ccc(-c2ccccc2[N+](=O)[O-])o1 returned GPR151 activ 0.2, TEAD-YAP block 14, MITF primary 2 and FBW7 activator 0.4.

By substructure: the entries above containing an NH in an aromatic ring
O=C(C1CC12CCN(Cc1c[nH]c3ccccc13)CC2)N1CCN(c2ccccc2)CC1 (stereo unspecified) was read as GPR151 activ 0.1, TEAD-YAP block 0, MITF primary -11 and FBW7 activator 0.0.
Screening CCOC(=O)c1[nH]c(C)c(CC)c1CC returned GPR151 activ 0.3, TEAD-YAP block -13, MITF primary 7 and FBW7 activator 0.2.

(more compounds)
For CCOc1ccc(C(=O)Nc2cccc(-c3nc4ccccc4o3)c2C)cc1[N+](=O)[O-] the results were GPR151 activ 1.7, TEAD-YAP block -4, MITF primary 0 and FBW7 activator -0.1.
`O=S(=O)(c1ccccc1)N1N=C(c2cccs2)CC1c1ccc(Br)cc1` (stereo unspecified) gave GPR151 activ -0.3, TEAD-YAP block 2, MITF primary 18 and FBW7 activator 1.1.
Screening CCC(C)NC(=O)C1CCC(CNS(=O)(=O)c2ccc(Cl)cc2)CC1 (stereo unspecified) returned GPR151 activ -0.7, TEAD-YAP block -5, MITF primary -4 and FBW7 activator 0.1.
`COc1ccc(/C(C)=N/NC(=O)c2ccco2)c(OC)c1` gave GPR151 activ 1.8, TEAD-YAP block -63, MITF primary -8 and FBW7 activator -0.1.
`c1ccc(COc2cccc(-c3nnc4ccc5ccccc5n34)c2)cc1` gave GPR151 activ -1.6, TEAD-YAP block -22, MITF primary 17 and FBW7 activator 0.2.
`Cc1ccccc1NC(=O)CN1C(=O)CC(C)(C)S(=O)(=O)c2ccccc21` gave GPR151 activ 0.0, TEAD-YAP block -4, MITF primary 0 and FBW7 activator -0.2.
`CCn1nccc1C(=O)Nc1nc2ccc(SC)cc2s1` gave GPR151 activ -7.4, TEAD-YAP block -33, MITF primary -5 and FBW7 activator 0.0.
Screening NCCCC[C@@H]1NC(=O)[C@@H]2C[C@H](NC(=O)c3ccc4ccccc4c3)CN2C1=O returned GPR151 activ -0.6, TEAD-YAP block -12, MITF primary -9 and FBW7 activator 0.1.
Screening Cc1ccc(Nc2cc3ccccc3c(=O)[nH]2)cc1 returned GPR151 activ -0.6, TEAD-YAP block -20, MITF primary -10 and FBW7 activator -0.1.
For O=[N+]([O-])c1cccc(CN2CCC(N3CCCCC3)CC2)c1 the results were GPR151 activ -1.0, TEAD-YAP block -38, MITF primary 57* and FBW7 activator 0.3.
`COc1ccc(-n2nc(C(=O)NCC(=O)N3CCN(Cc4ccc5c(c4)OCO5)CC3)c3ccccc3c2=O)cc1OC` gave GPR151 activ -1.9, TEAD-YAP block 4, MITF primary -7 and FBW7 activator 0.0.
For CCN(c1ccc(OC(C)C)cc1)c1nc(C)cc(C)n1 the results were GPR151 activ -0.6, TEAD-YAP block 12, MITF primary 8 and FBW7 activator 0.1.
Screening CC(Oc1ccc(Cl)cc1Cl)C(=O)NC(C)(C)C (stereo unspecified) returned GPR151 activ -0.4, TEAD-YAP block 0, MITF primary -3 and FBW7 activator 0.0.
Screening CCOc1ccc2nc(SCc3cn4ccsc4n3)sc2c1 returned GPR151 activ 0.8, TEAD-YAP block -2, MITF primary 13 and FBW7 activator 0.1.
CCCCN(c1ccccc1)S(=O)(=O)c1cc2c(cc1C)NC(=O)CO2 was read as GPR151 activ -0.5, TEAD-YAP block 7, MITF primary -2 and FBW7 activator 0.0.
Screening Cc1ccc(S(=O)(=O)N2C(=S)SCC2(C)C)cc1 returned GPR151 activ -1.7, TEAD-YAP block 1, MITF primary 5 and FBW7 activator 0.0.
O=c1oc2cc(OCc3ccccc3F)c(Cl)cc2c2c1CCCC2 was read as GPR151 activ 0.5, TEAD-YAP block 4, MITF primary 7 and FBW7 activator 0.0.
For COc1ccccc1-n1c(N)c(C(=O)NCCc2ccccc2)sc1=S the results were GPR151 activ 1.9, TEAD-YAP block -28, MITF primary 0 and FBW7 activator -0.2.
`O=C(Cn1cnc2c(nnn2Cc2ccc(Cl)cc2)c1=O)N1CCOCC1` gave GPR151 activ -0.2, TEAD-YAP block 4, MITF primary 7 and FBW7 activator 0.1.
`O=C(COc1ccc(Cl)cc1)Nc1ccc2[nH]c(=O)[nH]c2c1` gave GPR151 activ 1.6, TEAD-YAP block 1, MITF primary 7 and FBW7 activator -0.1.
COc1ccc(S(=O)(=O)NCCC2=CCCCC2)cc1I was read as GPR151 activ -1.1, TEAD-YAP block 0, MITF primary 0 and FBW7 activator -0.2.
`Cc1cc(NC2CC2)nc(Nc2ccc(C(F)(F)F)cc2)n1` gave GPR151 activ -2.4, TEAD-YAP block -20, MITF primary 16 and FBW7 activator 0.4.
For Cc1ccc(CNC(=O)C(C)N2C(=O)COc3ccc(C)cc32)cc1 (stereo unspecified) the results were GPR151 activ 0.4, TEAD-YAP block 13, MITF primary -2 and FBW7 activator -0.1.
For CCN(CC)C(=O)c1ccc(Cl)c(Cl)c1 the results were GPR151 activ 0.5, TEAD-YAP block -6, MITF primary 1 and FBW7 activator 0.1.

Ordered by heavy-atom count (rising): part of the list above
For CCN(CC)C(=O)c1ccc(Cl)c(Cl)c1 the results were GPR151 activ 0.5, TEAD-YAP block -6, MITF primary 1 and FBW7 activator 0.1.
For Cc1ccc(CNC(=O)C(C)N2C(=O)COc3ccc(C)cc32)cc1 (stereo unspecified) the results were GPR151 activ 0.4, TEAD-YAP block 13, MITF primary -2 and FBW7 activator -0.1.
For COc1ccccc1-n1c(N)c(C(=O)NCCc2ccccc2)sc1=S the results were GPR151 activ 1.9, TEAD-YAP block -28, MITF primary 0 and FBW7 activator -0.2.
`O=C(Cn1cnc2c(nnn2Cc2ccc(Cl)cc2)c1=O)N1CCOCC1` gave GPR151 activ -0.2, TEAD-YAP block 4, MITF primary 7 and FBW7 activator 0.1.
